Compound activity: PubChem, several laboratories
CSN inh: CSN deneddylation inhibition | Q92905 | Purified CSN, SCF-Nedd8-OG deneddylation, fluorescence polarization | inhibition, % at 12.5 µM | 0.38% of 360,000 active;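 active = pattern-corrected inhibition above about 35%, with an unprinted fluorescence ratio check between 0.5 and 1.5, limit read from the data, passing the limit was not always enough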;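 note: 0% = enzyme with substrate and 100% = substrate without enzyme; some results filed as inactive read as strong as hits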
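Assay system: HEK293T-derived human Csn5 enzyme; quantity: 0.24 nM enzyme; medium: Tris/NaCl/DTT buffer, pH 7.5; also added: substrate SCFSkp2-Nedd8OG, 10 nM; doses: 12.5 µM compound; schedule: 90 min reaction at room temperature; signal: FP; read-out: % inhibition of substrate cleavage by Csn5; benchmarks: substrate-only high control, full reaction low control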
DNMT1 inh: inhibitors of human DNMT1 | P26358 | DNMT1 molecular beacon, Hinp1I cleavage, fluorescence | inhibition (reported as % activation of signal), % at 10 µM | 0.83% of 360,000 active; in the data active = inhibition above about 50%
STEP block: blocks human striatal-enriched tyrosine phosphatase; P54829; recombinant STEP, OMFP fluorogenic substrate, fluorescence; inhibition, % at 20 µM; 0.25% of 360,000 active; AID 588621;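 active = inhibition at 20 µM, scaled per plate between control wells, above about 37%, limit read from the data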;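 note: 0% = DMSO with enzyme and substrate and 100% = substrate only without enzyme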
Target sequence (P54829 whole entry, looked up): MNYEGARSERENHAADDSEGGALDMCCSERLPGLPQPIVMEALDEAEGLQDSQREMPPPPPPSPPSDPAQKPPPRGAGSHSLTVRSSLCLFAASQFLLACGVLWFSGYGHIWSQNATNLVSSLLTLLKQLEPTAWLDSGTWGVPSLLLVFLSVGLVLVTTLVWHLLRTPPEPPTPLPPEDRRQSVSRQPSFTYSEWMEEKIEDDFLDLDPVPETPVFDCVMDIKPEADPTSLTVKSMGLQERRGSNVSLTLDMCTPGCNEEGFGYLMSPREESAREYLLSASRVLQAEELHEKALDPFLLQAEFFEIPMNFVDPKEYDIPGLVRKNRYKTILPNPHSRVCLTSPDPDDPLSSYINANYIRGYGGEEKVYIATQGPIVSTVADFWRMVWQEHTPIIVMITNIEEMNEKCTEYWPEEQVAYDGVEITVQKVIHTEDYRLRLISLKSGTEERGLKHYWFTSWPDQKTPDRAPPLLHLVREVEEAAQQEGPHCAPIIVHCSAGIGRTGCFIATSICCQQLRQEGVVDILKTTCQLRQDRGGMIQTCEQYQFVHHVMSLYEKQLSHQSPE
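Material: STEP (striatal-enriched tyrosine phosphatase) enzyme, cell-free; Compound dosing: 20 µM single dose in 1% DMSO; Technique: fluorescence read at 480 nm ex / 540 nm em; Times: reaction 20 min, ambient temperature; Medium: 50 mM Bis-Tris pH 6.0 with 2.5 mM DTT and 0.005% Tween 20; Also added: OMFP at 25 µM.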
LMPTP block: LMPTP (human) inhibition; P24666; recombinant LMPTP-A, OMFP fluorogenic substrate, fluorescence intensity; inhibition, % at 20 µM; 0.22% of 360,000 active; AID 651560;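 active = compounds that cut the enzyme signal by at least half of the control window in the single-dose screen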;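 note: plate controls were DMSO wells with enzyme plus substrate for no effect and substrate without enzyme for full effect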
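test system = LMPTP-A | amount = 0.625 nM LMPTP-A final | reagent = fluorogenic phosphatase substrate OMFP at 400 µM final | incubation = 50 min at room temperature | benchmarks = no-enzyme low control, uninhibited high control | medium = Bis-Tris pH 6.0, DTT, detergent | signal = fluorescence intensity of OMFP turnover product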
MLLE-PAM2 inh: blocks PAM2 peptide binding to the PABP1 MLLE domain; 0.36% of 360,000 active; P11940; inhibition, % at 20 µM; AID 588489; GST-MLLE / FITC-PAM2 fluorescence polarization; in the data active = inhibition above about 35%, passing the limit was not always enough;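 note: plate controls were DMSO wells with GST-MLLE for no effect and wells lacking GST-MLLE protein for full effect; some results filed as inactive read as strong as hits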
SUMO1 PPI mod: alters human SUMO1 binding to SIM partners | 0.33% of 360,000 active | P63165 | inhibition, % at 20 µM | SUMO1 binding to a labelled peptide, TR-FRET, 1 h; in the data active = inhibition above about 37%
Scp-1 inhibitor: inhibitors of human Scp-1 phosphatase; inhibition, % at 20 µM; Recombinant Scp1, phosphopeptide, malachite green phosphate absorbance; Q9GZU7; 0.88% of 340,000 active;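 active = inhibition above about 50% at 20 µM, limit read from the data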;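 note: plate controls were DMSO wells with enzyme for no effect and wells lacking enzyme for full effect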
Target sequence (Q9GZU7 76-261 limits assumed): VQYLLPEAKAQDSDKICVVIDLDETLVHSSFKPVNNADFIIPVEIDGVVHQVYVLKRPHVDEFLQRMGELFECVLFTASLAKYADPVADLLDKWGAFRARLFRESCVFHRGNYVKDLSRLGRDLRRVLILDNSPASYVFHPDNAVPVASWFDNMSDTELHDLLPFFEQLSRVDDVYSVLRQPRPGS
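Assay system: SCP-1 catalytic fragment, aa 76-261 | Buffer or medium: Tris acetate buffer pH 5.5 with MgCl2 and Tween-20 | Compound: One concentration, 20 µM, with 1.0% DMSO | Also added: Phospho 17-mer peptide substrate | Signal: Absorbance at 630 nm | Incubation: 45 min enzyme reaction at room temperature | Measure: % inhibition of SCP-1 phosphate liberation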
Tb MetRS inh: Trypanosoma brucei MetRS inhibition; purified T. brucei MetRS, ATP depletion, Kinase-Glo luminescence; inhibition, % at 11.9 µM; 0.4% of 360,000 active; AID 624268;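 active = inhibition above a per-plate cutoff of the control wells' mean inhibition plus 3 SD, cut at about 5.5% in these data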;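 note: 0% = DMSO wells median and 100% = median of wells with control inhibitor compound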
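Material: T. brucei methionyl-tRNA synthetase, purified; reagent: substrates ATP, L-methionine and bulk Escherichia coli tRNA; dosing: 11.9 µM single point; timing: 15 min plus 2 h at 25 °C; detection: luminescence of leftover ATP; evaluation: % inhibition; control set: DMSO-only wells as low control; replicates: singlicate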
NadD inh: inhibitors of Staphylococcus aureus NadD; purified NadD enzyme, colorimetric absorbance read-out; inhibition, % at 20 µM; 0.78% of 360,000 active; AID 602399; in the data active = inhibition above about 26%; note: some compounds past the cut are filed as inactive
Rpn11 inh: inhibitors of human proteasome Rpn11. AID 588493. O00487. human 26S proteasome, Ub4-pepOG fluorescence polarization; 20S core pre-blocked with epoxomicin. 0.59% of 360,000 active. calls only at 20 µM;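 active = inhibition at 20 µM, scaled to each plate's controls, above about 33%, limit read from the data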
Target sequence (O00487 whole entry, looked up): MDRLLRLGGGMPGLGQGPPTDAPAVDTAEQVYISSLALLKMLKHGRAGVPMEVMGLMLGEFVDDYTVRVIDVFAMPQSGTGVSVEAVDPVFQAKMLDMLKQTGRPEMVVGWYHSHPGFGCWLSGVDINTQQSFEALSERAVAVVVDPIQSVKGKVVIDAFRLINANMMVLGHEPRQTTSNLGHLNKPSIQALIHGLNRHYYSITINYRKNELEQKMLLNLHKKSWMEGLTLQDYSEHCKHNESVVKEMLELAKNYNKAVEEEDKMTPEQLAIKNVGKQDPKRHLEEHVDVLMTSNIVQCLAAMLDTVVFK
Numbers without * were called inactive; i = inactive; / = no result given; + = active, no number. An excerpt, so the mix of outcomes need not match the whole.

#	SMILES	CSN inh	DNMT1 inh	STEP block	LMPTP block	MLLE-PAM2 inh	SUMO1 PPI mod	Scp-1 inhibitor	Tb MetRS inh	NadD inh	Rpn11 inh
1	CCC(c1nnnn1-c1ccc(OC)cc1)N1CCC(n2c(=O)[nH]c3ccccc32)CC1 (stereo not given)	-1.6	5.4	-4.0	0.7	6.8	1.1	/	-0.3	-9.1	i
2	CCN1CCN(CC(=O)c2c(C)n(Cc3ccccc3)c3ccc(OC)cc23)CC1	-6.4	-16.3	-9.5	-2.0	-17.7	2.2	-6.0	-1.4	3.4	i
3	COc1ccccc1-n1c(-c2ccc(C)cc2)nc2ccccc2c1=O	2.9	-1.6	-1.6	-0.8	3.7	0.7	-2.5	-1.1	2.1	i
4	CC[n+]1c(-c2ccccc2)c2cc(N)ccc2c2ccc(N)cc21	16.4	2.2	2.2	72.0*	79.4*	-61.0	4.7	-0.1	6.8	i
5	CCCc1cc(=O)oc2cc(OCC(=O)N3CCC(C(=O)O)(c4ccccc4)CC3)ccc12	2.8	0.6	-1.8	0.3	1.5	8.2	4.1	-2.5	0.4	i
6	O=c1[nH]c(=O)n(-c2cccc(Cl)c2)c(O)c1/C=N/c1ccccn1	2.5	6.6	-0.4	0.2	-33.3	0.0	-7.6	-0.8	-1.2	i
7	CC(C)CC1(CCc2ccccc2)C(=O)NC(=O)NC1=O	2.7	0.5	2.7	-0.8	-1.4	6.5	-9.6	-0.3	0.0	i
8	CC[N+](CC)(CC)CCCOC(=O)C(O)(c1ccccc1)C1CCCCC1 (stereo not given)	-4.7	2.0	-7.5	-2.6	3.1	-2.0	-15.4	-0.6	-1.6	i
9	Cc1ncc([N+](=O)[O-])n1CCOC(N)=O	-1.5	-0.2	0.2	-0.6	8.0	-12.7	-7.1	-0.6	-1.2	i
10	COc1cccc(-c2cc(C(F)(F)F)n3nc(C(=O)N4CCC5(CC4)OCCO5)cc3n2)c1	-4.0	0.3	-4.3	-0.4	-0.5	-23.6	-2.0	-1.3	13.2	i
11	Fc1ccc(C(OCCN2CCCC2)c2ccc(Br)cc2)cc1 (stereo not given)	8.0	1.5	-1.0	-5.9	9.8	2.1	0.6	-1.0	-5.7	i
12	O=c1c2ccccc2nc(/C=C/c2ccccc2)n1-c1ccc(O)cc1	2.8	-1.0	0.4	2.2	-1.8	6.0	-6.0	-0.8	0.3	i
13	COc1ccc(-c2cc(=O)oc3c(C)c(OC(C)C(=O)N4C[C@H]5C[C@@H](C4)c4cccc(=O)n4C5)ccc23)cc1 (stereo not given in full)	2.0	-3.2	0.4	0.0	-1.7	-20.5	14.9	0.8	8.9	i
14	O=C1C(=O)c2cccc3cccc1c23	-3.6	-13.5	-2.4	-2.4	8.8	-19.9	-5.5	0.1	-1.5	i
15	Cc1nc2ccccc2c(=O)n1-c1ccc(-c2ccccc2)cc1	5.4	-1.2	-0.6	0.6	-10.7	2.6	-3.4	0.1	4.5	i
16	COC(=O)C1C2c3ccccc3C(c3ccccc32)C1(C)C(=O)OC (stereo not given)	0.1	-2.2	-3.2	0.8	-1.7	-3.8	0.5	-0.5	0.4	i
17	O=C1NCN(c2ccccc2)C12CCN(C(c1ccnc3ccccc13)c1nnnn1-c1ccc3c(c1)OCCO3)CC2 (stereo not given)	0.2	-9.2	8.0	3.4	-12.0	1.1	/	-0.2	7.2	i
18	Cc1ccc(N2C(=O)NC(=O)/C(=C\c3cnc(-c4ccccc4)nc3)C2=O)cc1	-6.8	2.9	-3.7	-0.6	-1.7	10.3	0.0	-0.8	-0.3	i
19	CCOC(=O)[C@]12Cc3ccccc3[C@H]1N(Cc1ccccc1)C(=O)c1cc(F)c(F)cc12	7.3	/	/	0.5	/	7.4	/	-1.7	6.4	/
20	CC(=NCc1cccnc1)c1c(O)n(-c2ccc(C)cc2)c(=O)[nH]c1=O	5.5	3.1	6.1	-1.6	6.5	2.5	-3.5	-0.5	-1.7	i
21	Cn1cccc1C1CCCN1CC(=O)Nc1ccc(C#N)c(Cl)c1 (stereo not given)	0.9	-11.2	-0.8	-0.4	-8.1	2.2	-10.5	-0.3	2.7	i
22	Cn1cc(C(=O)N2CCCCC2)c2ccccc21	2.1	2.7	-7.5	-1.1	-5.7	1.3	5.4	0.0	-2.6	i
23	C=C[C@H]1CN2CC[C@H]1C[C@@H]2[C@@H](O)c1ccnc2ccccc12	3.0	2.1	-3.0	-0.9	4.6	4.2	-11.7	0.0	2.8	i
24	Cn1c(O)c(/C=C/C=Nc2ccccc2)c(=O)n(C)c1=S	75.0*	1.0	-7.2	2.1	-148.4	-2.2	-6.5	0.2	-3.8	+
25	COc1cc(C(=O)N/N=C/C23CC[C@@H](O)CC2(O)CC[C@@H]2[C@@H]3CCC3(C)C(C4=CC(=O)OC4)CCC23O)ccc1O (stereo not given in full)	10.0	2.9	0.1	-1.5	-1.6	2.3	-16.3	-0.5	-1.2	i

Given in transposed form: entries from further up
3) COc1ccccc1-n1c(-c2ccc(C)cc2)nc2ccccc2c1=O
4) CC[n+]1c(-c2ccccc2)c2cc(N)ccc2c2ccc(N)cc21
5) CCCc1cc(=O)oc2cc(OCC(=O)N3CCC(C(=O)O)(c4ccccc4)CC3)ccc12
6) O=c1[nH]c(=O)n(-c2cccc(Cl)c2)c(O)c1/C=N/c1ccccn1
7) CC(C)CC1(CCc2ccccc2)C(=O)NC(=O)NC1=O
8) CC[N+](CC)(CC)CCCOC(=O)C(O)(c1ccccc1)C1CCCCC1 (stereo not given)
9) Cc1ncc([N+](=O)[O-])n1CCOC(N)=O
10) COc1cccc(-c2cc(C(F)(F)F)n3nc(C(=O)N4CCC5(CC4)OCCO5)cc3n2)c1
11) Fc1ccc(C(OCCN2CCCC2)c2ccc(Br)cc2)cc1 (stereo not given)

| screen / no. | 3 | 4 | 5 | 6 | 7 | 8 | 9 | 10 | 11 |
| --- | --- | --- | --- | --- | --- | --- | --- | --- | --- |
| CSN inh | 2.9 | 16.4 | 2.8 | 2.5 | 2.7 | -4.7 | -1.5 | -4.0 | 8.0 |
| DNMT1 inh | -1.6 | 2.2 | 0.6 | 6.6 | 0.5 | 2.0 | -0.2 | 0.3 | 1.5 |
| STEP block | -1.6 | 2.2 | -1.8 | -0.4 | 2.7 | -7.5 | 0.2 | -4.3 | -1.0 |
| LMPTP block | -0.8 | 72.0* | 0.3 | 0.2 | -0.8 | -2.6 | -0.6 | -0.4 | -5.9 |
| MLLE-PAM2 inh | 3.7 | 79.4* | 1.5 | -33.3 | -1.4 | 3.1 | 8.0 | -0.5 | 9.8 |
| SUMO1 PPI mod | 0.7 | -61.0 | 8.2 | 0.0 | 6.5 | -2.0 | -12.7 | -23.6 | 2.1 |
| Scp-1 inhibitor | -2.5 | 4.7 | 4.1 | -7.6 | -9.6 | -15.4 | -7.1 | -2.0 | 0.6 |
| Tb MetRS inh | -1.1 | -0.1 | -2.5 | -0.8 | -0.3 | -0.6 | -0.6 | -1.3 | -1.0 |
| NadD inh | 2.1 | 6.8 | 0.4 | -1.2 | 0.0 | -1.6 | -1.2 | 13.2 | -5.7 |
| Rpn11 inh | i | i | i | i | i | i | i | i | i |

Other compounds follow:
#	SMILES	CSN inh	DNMT1 inh	STEP block	LMPTP block	MLLE-PAM2 inh	SUMO1 PPI mod	Scp-1 inhibitor	Tb MetRS inh	NadD inh	Rpn11 inh
26	CC(=O)Nc1ccc(OCCF)cc1	-5.2	-1.5	-2.2	-1.0	0.8	0.1	0.6	0.1	0.0	i
27	Brc1ccccc1CNCCc1ccc2c(c1)OCO2	-2.6	1.8	-0.8	-0.2	0.0	1.3	-6.0	0.0	-10.1	i
28	COc1ccc(Br)cc1CNCCc1ccc2c(c1)OCO2	3.4	-0.2	0.6	-5.0	-1.7	1.5	-7.3	0.1	-5.3	i
29	C=C[C@@]12CN(C)[C@H]3[C@H]1[C@@]1(C(=O)Nc4ccccc41)C1CC2[C@@H]3CO1	-3.5	1.2	-2.2	-1.3	4.0	3.7	6.4	-1.2	4.9	i
30	CCC(=NCC1CCCO1)c1c(O)n(-c2ccccc2C)c(=O)[nH]c1=O (stereo not given)	1.7	-0.9	0.7	-1.3	2.7	1.1	2.3	0.2	1.4	i
31	C[C@H](CO)N1C[C@H](C)[C@@H](CN(C)C(=O)Oc2ccccc2)OCc2cnnn2CCCC1=O	2.4	-0.4	0.7	-3.4	0.2	-5.1	/	0.4	-1.9	i
32	CCOC(=O)c1c(N)n(Cc2ccco2)c2nc3ccccc3nc12	2.9	13.8	2.0	2.1	2.0	13.1	0.4	1.1	-0.4	i
33	O=C(O)C1C2c3ccccc3C(=O)C1(C(=O)O)c1ccccc12 (stereo not given)	0.9	1.3	0.3	-0.5	-15.0	8.1	-10.4	-0.1	1.5	i
34	COCCCNC(=O)Cn1cc(/C=C2\C(=O)NC(=O)N(c3ccccc3F)C2=O)c2ccccc21	0.3	-16.7	-5.6	-2.3	82.2	4.3	-9.0	-1.6	3.8	i
35	O=c1cccc2n1CC1CC2CN(c2ncnc3c2cnn3-c2ccccc2)C1 (stereo not given)	-1.4	5.2	-0.5	0.2	7.2	-0.8	41.3	-0.4	-5.0	i
36	CN(C)C(=O)Oc1ccc(OCc2n(C)c3ccccc3[n+]2C)cc1	4.2	10.0	2.2	0.1	-53.7	7.5	9.2	-1.4	4.2	i
37	CC12CCC(=O)C=C1CCC1C2C(O)CC2(C)C(O)CCC12 (stereo not given)	-1.0	-0.5	0.0	-0.4	-3.4	0.2	-3.8	0.1	1.3	i
38	CC(N)Cc1cn(Cc2ccccc2)c2ccccc12 (stereo not given)	-0.2	-0.2	-1.5	-1.4	-14.8	-4.6	-3.0	-1.1	-5.2	i
39	CC1(C)C2CC=C(CN3CCOCC3)C1C2 (stereo not given)	-4.1	-0.3	1.1	-0.1	-4.3	4.5	-2.7	-0.6	9.9	i
